MEKK2 WT-MEK5 = raises or lowers MEK5 binding to wildtype human MEKK2 PB1 domain | AID 1531 | bead flow cytometry, Alexa488-MEK5 binding to MEKK2 WT; actives lie on both sides | binding response (% of control), % at 10 µM | actives 1.1% (n = 290,000) | Q9Y2U5; in the data active means binding response below about 67% or above about 130%
GPR7 antagonist = human neuropeptides B/W receptor 1 antagonism; P48145; GPR7-expressing cells, fluorescence antagonist assay; inhibition, % at 4.4 µM; actives 1.1% (n = 290,000); in the data active means inhibition above about 16%, passing the limit was not always enough;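 further: cells stimulated with the agonist NPW; 0% = agonist with vehicle and 100% = vehicle without agonist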
Target sequence (P48145 whole entry, looked up): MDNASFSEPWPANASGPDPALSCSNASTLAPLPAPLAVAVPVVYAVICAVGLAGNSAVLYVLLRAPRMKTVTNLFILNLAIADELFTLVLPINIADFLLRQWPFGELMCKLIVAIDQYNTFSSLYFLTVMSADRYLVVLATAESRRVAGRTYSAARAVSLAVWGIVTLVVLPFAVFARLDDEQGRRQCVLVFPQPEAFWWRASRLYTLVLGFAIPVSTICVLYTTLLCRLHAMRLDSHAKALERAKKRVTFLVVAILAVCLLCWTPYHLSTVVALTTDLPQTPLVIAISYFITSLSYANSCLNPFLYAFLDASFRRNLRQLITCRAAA
MEKK2mut PB1 HTS = signal of MEK5 binding to mutant human MEKK2 PB1 domain. bead flow cytometry, Alexa488-MEK5 binding to MEKK2 mutant. AID 1530. actives 0.35% (n = 290,000). percent response, % at 10 µM; in the data active means percent response above about 24%, passing the limit was not always enough; further: inactives centre near 1; some results filed as inactive read as strong as hits
GalR3 antagonist = human GalR3 antagonism; HEK293 GalR3-CNG cAMP membrane potential fluorescence; galR3 body fused to GalR1 C-terminus; inhibition, % at 3 µM; actives 0.44% (n = 360,000); AID 651719;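 active means inhibition above the screen-wide average plus 3 SD, cut at about 13% in these data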;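 further: forskolin and galanin both at EC90 stimulate the cells; cAMP rise reported by CNG channel membrane potential dye signal; 0% = forskolin plus galanin with DMSO and 100% = forskolin alone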
Target sequence (O60755 1-299 limits assumed): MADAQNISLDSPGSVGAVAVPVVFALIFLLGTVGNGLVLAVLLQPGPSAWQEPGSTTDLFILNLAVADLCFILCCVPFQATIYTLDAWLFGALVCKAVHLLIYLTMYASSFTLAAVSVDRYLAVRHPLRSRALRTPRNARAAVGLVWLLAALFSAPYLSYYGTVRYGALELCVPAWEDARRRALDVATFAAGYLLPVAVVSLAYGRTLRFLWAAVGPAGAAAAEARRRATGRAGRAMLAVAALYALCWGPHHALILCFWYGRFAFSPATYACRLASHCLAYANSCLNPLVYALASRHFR
OXTR agonist = activates the human oxytocin receptor; P30559; CHO-OTR cells, Fluo-8 calcium fluorescence; normalized: DMSO 0%, oxytocin 100%; activation, % at 3 µM; actives 0.32% (n = 320,000); AID 2435;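 active means activation above the mean of all tested compounds plus 3 SD, cutoff set per screening run, cut at about 20% in these data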;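 further: peak over basal fluorescence ratio from a 100 s FLIPR kinetic read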
PfM18AAP inh = blocks P. falciparum M18 aspartyl aminopeptidase. inhibition, % at 7.35 µM. AID 1822. recombinant PfM18AAP, H-Glu-NHMec fluorogenic cleavage. actives 1.2% (n = 290,000);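 active means inhibition above the campaign mean inhibition over all tested compounds plus 3 SD, cut at about 28% in these data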;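 further: 0% = plate median of test compound wells and 100% = 2 mM ZnCl2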
OXTR potentiator = human OXTR potentiation; P30559; CHO-OTR cells, Fluo-8 calcium fluorescence, potentiator mode; 0% = oxytocin EC15, 100% = EC100; activation, % at 3 µM; actives 0.061% (n = 320,000);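 active means activation above that plate's cutoff, the mean activation of tested compounds plus 3 SD, cut at about 6.6% in these data, passing the limit was not always enough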;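 further: 100% uses oxytocin at 75 nM as the full agonist control; some results filed as inactive read as strong as hits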
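Replication – single well per compound, singlicate · Assay system – CHO cell line stably expressing human OTR · Timing – 6 min pre-incubation, 100 s read · Measure – normalized max/min fluorescence ratio, % activation · Doses – 3.0 µM, one dose · Detection – Fluo-8 calcium dye fluorescence · Probe or stimulus – oxytocin near EC15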
V1aR counter = V1a receptor agonism, counter-screen for OXTR agonists | P37288 | CHO-V1R cells, Fluo-8 calcium fluorescence, agonist mode; 0% DMSO, 100% 3 nM vasopressin | activation, % at 3 µM | actives 0.25% (n = 320,000) | AID 2797;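 active means activation above the mean activation of all tested compounds plus 3 SD, per screening run, cut at about 20% in these data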;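 further: signal is peak over basal fluorescence ratio across a 100 second FLIPR read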
Target sequence (P37288 whole entry, looked up): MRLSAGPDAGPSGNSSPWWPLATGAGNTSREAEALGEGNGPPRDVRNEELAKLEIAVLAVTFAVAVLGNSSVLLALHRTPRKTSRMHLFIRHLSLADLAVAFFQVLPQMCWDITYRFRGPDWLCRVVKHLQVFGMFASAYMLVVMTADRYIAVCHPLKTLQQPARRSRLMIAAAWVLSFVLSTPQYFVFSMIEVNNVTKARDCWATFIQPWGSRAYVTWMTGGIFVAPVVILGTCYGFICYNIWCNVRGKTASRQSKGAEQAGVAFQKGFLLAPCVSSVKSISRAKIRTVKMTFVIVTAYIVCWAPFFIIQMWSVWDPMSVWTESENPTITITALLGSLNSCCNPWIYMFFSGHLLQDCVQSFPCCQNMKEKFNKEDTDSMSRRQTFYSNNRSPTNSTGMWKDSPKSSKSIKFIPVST
NALP1 inh = blocks the NALP1 inflammasome reconstituted in yeast. AID 2071. inhibition, % at 10 µM. actives 0.61% (n = 280,000). S. cerevisiae NALP1/ASC/caspase-1 growth, X-gal OD620, 72 h; in the data active means inhibition mostly above about 24%, no sharp cut-off; inactive means mostly below about 32%; further: some compounds called inactive have numbers as strong as hits
An asterisk follows results filed as active.

How did CCCC(C)NC(=O)CSc1nc2ccc(C)cc2[nH]1 (configuration not stated) do in these assays?
MEKK2 WT-MEK5: 103; GPR7 antagonist: -14; MEKK2mut PB1 HTS: -1; GalR3 antagonist: -7; OXTR agonist: -1.9; PfM18AAP inh: 2; OXTR potentiator: -3; V1aR counter: -1.2; NALP1 inh: -12

Results for CC1CCCN(C(=O)COC(=O)c2cc([N+](=O)[O-])ccc2N2CCOCC2)C1 (configuration not stated) ?
GalR3 antagonist: 1; OXTR agonist: 0.7; OXTR potentiator: -1; V1aR counter: 0.7

Results for CCOc1cc(C(=O)Nc2ccc([N+](=O)[O-])cn2)cc(OCC)c1OCC ?
MEKK2 WT-MEK5: 91; GPR7 antagonist: 2; MEKK2mut PB1 HTS: -4; GalR3 antagonist: -3; OXTR agonist: -2.2; PfM18AAP inh: 0; OXTR potentiator: -5; V1aR counter: -1.1; NALP1 inh: 16

What do the screens show for `Cc1c(Oc2ccc(C(F)(F)F)cc2[N+](=O)[O-])ccc2c3c(c(=O)oc12)CCC3`?
MEKK2 WT-MEK5: 96; GPR7 antagonist: -6; MEKK2mut PB1 HTS: -2; GalR3 antagonist: -8; OXTR agonist: -2.1; PfM18AAP inh: -4; OXTR potentiator: -6; V1aR counter: 0.4; NALP1 inh: 40

Results for Cc1nc(COC(=O)c2ccc(S(=O)(=O)N3CCCC3)cc2)cs1 ?
MEKK2 WT-MEK5: 108; GPR7 antagonist: -13; MEKK2mut PB1 HTS: 3; GalR3 antagonist: -5; OXTR agonist: 0.1; PfM18AAP inh: 5; OXTR potentiator: -1; V1aR counter: 1.2; NALP1 inh: 26

What do the screens show for `Cn1cccc1Cc1nnc(SCC(=O)Nc2ccc3c(c2)OCO3)n1CCc1ccccc1`?
MEKK2 WT-MEK5: 85; GPR7 antagonist: 4; MEKK2mut PB1 HTS: -7; GalR3 antagonist: 0; OXTR agonist: -1.0; PfM18AAP inh: 2; OXTR potentiator: -2; V1aR counter: -0.3; NALP1 inh: 12

How did O=C(NC(=S)Nc1c(F)cc(F)cc1Br)c1ccc2c(c1)OCCO2 do in these assays?
MEKK2 WT-MEK5: 95; GPR7 antagonist: -3; MEKK2mut PB1 HTS: -7; GalR3 antagonist: 1; OXTR agonist: 1.4; PfM18AAP inh: 0; OXTR potentiator: -13; V1aR counter: 0.9; NALP1 inh: -5

How did COc1ccc(/C=C/c2nc(S(=O)(=O)c3ccccc3)c(N(C)C)o2)cc1OC do in these assays?
MEKK2 WT-MEK5: 95; GPR7 antagonist: -12; MEKK2mut PB1 HTS: -2; GalR3 antagonist: -6; OXTR agonist: 0.7; PfM18AAP inh: -8; OXTR potentiator: -4; V1aR counter: 0.5; NALP1 inh: 5

How did Nc1nc(NCC(=O)O)nc(NC2CCCCC2)c1[N+](=O)[O-] do in these assays?
MEKK2 WT-MEK5: 107; GPR7 antagonist: -11; MEKK2mut PB1 HTS: 13; GalR3 antagonist: -10; PfM18AAP inh: -8; NALP1 inh: 14

How did COc1ccc(-n2ncc3c(NCc4ccccn4)ncnc32)cc1 do in these assays?
MEKK2 WT-MEK5: 102; GPR7 antagonist: -1; MEKK2mut PB1 HTS: -1; GalR3 antagonist: -5; OXTR agonist: 0.3; PfM18AAP inh: 0; OXTR potentiator: 1; V1aR counter: -0.7; NALP1 inh: 14

What do the screens show for `N#Cc1ccc(C(=O)Nc2nc3ccccc3[nH]2)cc1`?
MEKK2 WT-MEK5: 107; GPR7 antagonist: -20; MEKK2mut PB1 HTS: -2; GalR3 antagonist: -7; OXTR agonist: 2.2; PfM18AAP inh: 8; OXTR potentiator: -3; V1aR counter: 2.7; NALP1 inh: 7

What do the screens show for `O=C1CCc2ccc(NS(=O)(=O)c3ccc(F)cc3)cc2N1`?
MEKK2 WT-MEK5: 77; GPR7 antagonist: -8; MEKK2mut PB1 HTS: -12; GalR3 antagonist: -7; OXTR agonist: 1.2; PfM18AAP inh: 2; OXTR potentiator: 2; V1aR counter: 0.6; NALP1 inh: 6

Results for Cc1ccc(O)c(C=Nc2cc(C)ccc2O)c1 ?
MEKK2 WT-MEK5: 101; GPR7 antagonist: 7; MEKK2mut PB1 HTS: -1; OXTR agonist: 0.0; PfM18AAP inh: 32*; OXTR potentiator: -5; V1aR counter: -0.1; NALP1 inh: 27

Results for CCOC(=O)C1C(c2cccc(Cl)c2Cl)NC(=O)NC1(O)C(F)(F)F (configuration not stated) ?
MEKK2 WT-MEK5: 90; GPR7 antagonist: -2; MEKK2mut PB1 HTS: -3; GalR3 antagonist: -2; OXTR agonist: 0.9; PfM18AAP inh: -3; OXTR potentiator: 4; V1aR counter: -0.1; NALP1 inh: -24

Results for COCCNC(=O)C1CC(=O)N(c2ccc(F)c(Cl)c2)C1 (configuration not stated) ?
MEKK2 WT-MEK5: 110; GPR7 antagonist: -8; MEKK2mut PB1 HTS: 11; GalR3 antagonist: 2; OXTR agonist: 0.9; PfM18AAP inh: -1; OXTR potentiator: 1; V1aR counter: 0.4

Results for Cc1ccc(NC(=O)CNCc2ccc(Cl)cc2Cl)cc1S(=O)(=O)N(C)C ?
MEKK2 WT-MEK5: 105; GPR7 antagonist: 7; MEKK2mut PB1 HTS: -1; GalR3 antagonist: -9; OXTR agonist: -0.1; PfM18AAP inh: -4; OXTR potentiator: -19; V1aR counter: 0.7; NALP1 inh: 21

Results for Cn1c(N)c(S(=O)(=O)N2CCN(c3ccccc3F)CC2)c(=O)n(C)c1=O ?
MEKK2 WT-MEK5: 99; GPR7 antagonist: -10; MEKK2mut PB1 HTS: -2; GalR3 antagonist: 2; OXTR agonist: -0.3; PfM18AAP inh: 0; OXTR potentiator: -3; V1aR counter: 0.4; NALP1 inh: -11

How did C=CCN(CC=C)C(=O)c1ccccc1NC(=O)c1ccccc1C do in these assays?
MEKK2 WT-MEK5: 113; GPR7 antagonist: 0; MEKK2mut PB1 HTS: 15; GalR3 antagonist: -1; OXTR agonist: -0.4; PfM18AAP inh: 1; OXTR potentiator: -19; V1aR counter: -1.2; NALP1 inh: -12

What do the screens show for `CN(CC(O)COc1ccc(OCC(O)CN(C)C2CCCCC2)cc1)C1CCCCC1` (configuration not stated)?
MEKK2 WT-MEK5: 99; GPR7 antagonist: 11; MEKK2mut PB1 HTS: -1; GalR3 antagonist: -3; OXTR agonist: 1.7; PfM18AAP inh: 1; OXTR potentiator: -5; V1aR counter: -0.2; NALP1 inh: 30

What do the screens show for `Cc1ccn2c(C(=O)NNC(=O)Nc3ccc(Cl)cc3)c(C)nc2c1`?
MEKK2 WT-MEK5: 102; GPR7 antagonist: -13; MEKK2mut PB1 HTS: 3; GalR3 antagonist: -2; PfM18AAP inh: 64*; NALP1 inh: 2

The final 2 entries of the part before come first, to join the parts.
What do the screens show for `CN(CC(O)COc1ccc(OCC(O)CN(C)C2CCCCC2)cc1)C1CCCCC1` (configuration not stated)?
MEKK2 WT-MEK5: 99; GPR7 antagonist: 11; MEKK2mut PB1 HTS: -1; GalR3 antagonist: -3; OXTR agonist: 1.7; PfM18AAP inh: 1; OXTR potentiator: -5; V1aR counter: -0.2; NALP1 inh: 30

What do the screens show for `Cc1ccn2c(C(=O)NNC(=O)Nc3ccc(Cl)cc3)c(C)nc2c1`?
MEKK2 WT-MEK5: 102; GPR7 antagonist: -13; MEKK2mut PB1 HTS: 3; GalR3 antagonist: -2; PfM18AAP inh: 64*; NALP1 inh: 2

What do the screens show for `O=C(NNS(=O)(=O)c1ccccc1[N+](=O)[O-])c1cccnc1`?
MEKK2 WT-MEK5: 107; GPR7 antagonist: -7; MEKK2mut PB1 HTS: 22; GalR3 antagonist: -2; OXTR agonist: 0.2; PfM18AAP inh: -7; OXTR potentiator: 0; V1aR counter: 0.9

Results for Cc1nnc(C)n1/N=C/c1ccc(C(C)C)cc1 ?
MEKK2 WT-MEK5: 97; GPR7 antagonist: -1; MEKK2mut PB1 HTS: 5; GalR3 antagonist: -4; OXTR agonist: -1.2; PfM18AAP inh: 6; OXTR potentiator: 6; V1aR counter: 1.2; NALP1 inh: 17

Results for CC1Cn2c(nc3sc4c(c3c2=O)CCC4)N1CCO (configuration not stated) ?
MEKK2 WT-MEK5: 108; GPR7 antagonist: -4; MEKK2mut PB1 HTS: 3; GalR3 antagonist: -2; OXTR agonist: -0.3; PfM18AAP inh: 9; OXTR potentiator: -8; V1aR counter: 0.4; NALP1 inh: 3

Results for O=C(CC1c2ccccc2Oc2ccccc21)NCc1ccco1 ?
MEKK2 WT-MEK5: 94; GPR7 antagonist: -10; MEKK2mut PB1 HTS: 0; GalR3 antagonist: 0; OXTR agonist: -2.5; PfM18AAP inh: -2; OXTR potentiator: -2; V1aR counter: -0.7; NALP1 inh: 16

What do the screens show for `O=S(=O)(O)c1ccc(N=NNc2ccc(Br)cc2)cc1`?
MEKK2 WT-MEK5: 105; GPR7 antagonist: -3; MEKK2mut PB1 HTS: 2; GalR3 antagonist: -4; OXTR agonist: -0.7; PfM18AAP inh: -4; OXTR potentiator: -11; V1aR counter: 2.4; NALP1 inh: -5

What do the screens show for `COc1ccccc1N1CCN(C(=O)CCc2ccc(S(=O)(=O)NCC(C)C)cc2)CC1`?
MEKK2 WT-MEK5: 108; GPR7 antagonist: 5; MEKK2mut PB1 HTS: 6; GalR3 antagonist: -4; OXTR agonist: 3.0; PfM18AAP inh: -2; OXTR potentiator: -8; V1aR counter: 4.0; NALP1 inh: 7

What do the screens show for `CC(=O)Nc1ccc(S(=O)(=O)Nc2ccc(S(=O)(=O)N3CCCC3)cc2)cc1`?
MEKK2 WT-MEK5: 90; GPR7 antagonist: -2; MEKK2mut PB1 HTS: 1; GalR3 antagonist: -4; OXTR agonist: -0.5; PfM18AAP inh: -4; OXTR potentiator: -1; V1aR counter: -0.3; NALP1 inh: -13

What do the screens show for `COc1ccccc1NC(=O)C(C)N1C(=O)c2ccccc2C1=O` (configuration not stated)?
MEKK2 WT-MEK5: 111; GPR7 antagonist: -7; MEKK2mut PB1 HTS: 10; GalR3 antagonist: -4; OXTR agonist: 0.9; PfM18AAP inh: -11; OXTR potentiator: 2; V1aR counter: 1.2; NALP1 inh: 12

How did Cc1noc(NC(=O)c2ccccc2)c1C#N do in these assays?
MEKK2 WT-MEK5: 114; GPR7 antagonist: -1; MEKK2mut PB1 HTS: 11; GalR3 antagonist: 2; OXTR agonist: -0.2; PfM18AAP inh: -8; OXTR potentiator: -8; V1aR counter: 1.6; NALP1 inh: 25

How did C/C(CC(=O)Nc1cc(C)ccn1)=N\NC(=O)COc1cccc(C)c1 do in these assays?
MEKK2 WT-MEK5: 98; GPR7 antagonist: -8; MEKK2mut PB1 HTS: 2; PfM18AAP inh: 27; NALP1 inh: 5

How did Nc1nc(-c2ccccn2)nc(N)c1Cc1c(F)cccc1Cl do in these assays?
MEKK2 WT-MEK5: 102; GPR7 antagonist: -6; MEKK2mut PB1 HTS: -2; GalR3 antagonist: -4; OXTR agonist: 2.0; PfM18AAP inh: -13; OXTR potentiator: -1; V1aR counter: 1.0; NALP1 inh: -14

Results for COc1ccc(OC)c(-c2cc(C(=O)N/N=C(\C)c3cccnc3)c3ccccc3n2)c1 ?
MEKK2 WT-MEK5: 94; GPR7 antagonist: -19; MEKK2mut PB1 HTS: -6; GalR3 antagonist: 0; PfM18AAP inh: -14; NALP1 inh: 19

Results for CC1(C(=O)NC2CCCCCC2)CCC(=O)N1Cc1ccc2c(c1)OCO2 (configuration not stated) ?
MEKK2 WT-MEK5: 104; GPR7 antagonist: -12; MEKK2mut PB1 HTS: 2; GalR3 antagonist: -1; OXTR agonist: -0.8; PfM18AAP inh: -3; OXTR potentiator: -4; V1aR counter: -0.8; NALP1 inh: 0
